BL2 CD40 inh – inhibitors of CD40-induced NF-kB signaling, primary screen, BL2 cells, luciferase reporter, single point | CD40L-induced, 4 h | inhibition, % at 10 µM | actives 0.94% (n = 83,000) | AID 1053188, 2014;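 active = mean inhibition of at least 50% with a set share of replicates also reaching that level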;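 note: 0% = neutral control wells and 100% = IKK inhibitor VII at 50 µM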
An asterisk follows results filed as active; & = joins results of further samples; [ ] = remark or other dose.

SMILES	BL2 CD40 inh
COCCNC(=O)[C@H]1[C@H](CO)[C@H]2Cn3c(ccc(-c4ccc(OC)cc4)c3=O)[C@@H]1N2C(=O)NC(C)C	0[25 µM]
C[C@@H]1CCCCO[C@H](CN(C)CC2CCCCC2)[C@H](C)CN([C@@H](C)CO)C(=O)c2cc(NS(C)(=O)=O)ccc2O1	-10[25 µM]
CCCCn1c(N)c(N(CC)C(=O)CSCC(=O)Nc2ccc(OC)cc2)c(=O)[nH]c1=O	4
c1ccc2c(NCC3CCCO3)nc(-c3ccncc3)nc2c1 (stereo unspecified)	-15
O=C(CCc1ccccc1)N=C1SC2CS(=O)(=O)CC2N1c1ccccc1 (stereo unspecified)	-2
COc1ccc(NCc2nnc(SCC(=O)Nc3ccc(OC)cc3OC)o2)cc1	-5
O=C(N[C@H]1CC[C@@H](CCn2cc(C3CCCC3)nn2)O[C@H]1CO)c1cccnc1	0
N#C[C@@H]1[C@@H](c2ccc(-c3ccccc3)cc2)[C@@H](CO)N1C(=O)Cc1ccncc1	9
COc1ccc(-c2csc(NC(=O)C3=COCCO3)n2)c(OC)c1	-40
Cc1noc(C)c1CSCC(=O)Nc1cc(S(=O)(=O)N2CCOCC2)ccc1OCC(F)(F)F	-2
COC(=O)CSc1ncnc2c1sc1nc3c(cc12)COC(C)(C)C3	-24
COc1ccc(C(=O)NCc2ccccc2CN2CCCC2)cc1S(=O)(=O)Nc1ccc(C)cc1	-13
O=C(OCc1nnc(-c2ccccc2)o1)c1ccc([N+](=O)[O-])o1	8
O=C(O)CN1CCN(Cc2ccc(F)cc2Cl)C1=O	14
CN1c2ccc(-c3ccccc3F)cc2[C@H]2[C@H](CCN2C(=O)c2cccc(F)c2)[C@H]1CO	-6[25 µM]
Cc1nn(CCC(=O)NNC(=S)Nc2ccc([N+](=O)[O-])cc2)c(C)c1[N+](=O)[O-]	7
O=C(c1ccccc1)c1ccc(NCCCn2ccnc2)c([N+](=O)[O-])c1	6
CCCC(=O)Nc1c(C(=O)OCC)[nH]c2ccccc12	-14
Cc1ccc(N2C(=O)c3ccccc3NC2C(C)Cc2ccc3c(c2)OCO3)cc1 (stereo unspecified)	-28
Cc1ccc(CS(=O)Cc2ccc(C(=O)NC3CCCCCC3)o2)cc1 (stereo unspecified)	-1
Cc1cc(OCCCCCNCCO)ccc1Cl	-20
O=C(CCC1CCCC1)N1CCC(N2CCCCCC2)CC1	2
COc1ccc2c3c(n(C)c2c1)[C@@H](CO)N(C(C)=O)CC31CN(S(=O)(=O)c2ccccc2)C1	1[25 µM]
O=C(C1CCOCC1)N1C[C@H]2[C@@H](c3ccccc31)[C@H](CO)N2C(=O)Cc1ccccn1	-6[25 µM]
COc1cc2c(cc1OC)C(C)N(C(=O)c1cc3ccccc3o1)CC2 (stereo unspecified)	33
CCOC(=O)N1CCC(NC(=O)c2cc(S(=O)(=O)N3CCCCC3)ccc2F)CC1	3
NC(=S)NN=C1CCSCC1	-63
Cc1nnc(SCC(=O)NCC(=O)Nc2ccc(F)c(F)c2F)n1N	2
CN(C)/C=N/c1ncc(C(=O)c2ccccc2)s1	-67
CO[C@@H]1CN(C)C(=O)c2cc(NC(=O)C3CCCCC3)ccc2OC[C@H](C)N(C(=O)c2ccccc2)C[C@H]1C	2[25 µM]
Cc1ccc(S(=O)(=O)NN=C2CC3CCC2(C)C3(C)C)cc1 (stereo unspecified)	4
c1ccc2c(CN3CCSCC3)cccc2c1	-2
O=C(O)C[C@H]1C=C[C@H](NC(=O)Nc2cc(F)ccc2F)[C@@H](CO)O1	8[25 µM]
Cc1cc(NC(=O)c2ccc3c(c2)OCCO3)no1	79*
Cn1c(=O)[nH]c(=O)c2c1nc(Br)n2CCCO	18
O=C(CSc1ncccn1)NC(=O)Nc1ccc2c(c1)OCCO2	-37
COCCNC[C@H]1[C@H](c2ccccc2)[C@H](CO)N1c1nc(C)c(C)s1	8[25 µM]
CC(=O)Nc1ccc(NC(=O)CN2C(=O)NC3(CCCCCCC3)C2=O)cc1	5
Cc1nc(N2CCOCC2)c2c3c(sc2n1)CCC3	3
Cc1cc(-c2nnnn2-c2ccc(F)cc2)no1	4
CCCCN(C(=O)NC(=O)Nc1c(C)cc(C)cc1C)S(C)(=O)=O	8
COc1ccc(S(=O)(=O)N2CCOCC2)cc1NC(=O)COc1ccccc1	8
O=C(CSc1nc2nn(-c3ccccc3)c(=O)c-2c2n1CCCCC2)Nc1ccccc1[N+](=O)[O-]	-19
CS(=O)(=O)c1ccccc1-c1nnc(NC(=O)C2=COCCO2)o1	7
O=C(COc1ccccc1C(=O)NCc1ccccn1)Nc1ccc(Br)cc1	-21

6 structures from above, sorted by length of the SMILES, falling:
SMILES	BL2 CD40 inh
O=C(CSc1nc2nn(-c3ccccc3)c(=O)c-2c2n1CCCCC2)Nc1ccccc1[N+](=O)[O-]	-19
COCCNC[C@H]1[C@H](c2ccccc2)[C@H](CO)N1c1nc(C)c(C)s1	8[25 µM]
COc1ccc(S(=O)(=O)N2CCOCC2)cc1NC(=O)COc1ccccc1	8
CCCCN(C(=O)NC(=O)Nc1c(C)cc(C)cc1C)S(C)(=O)=O	8
CS(=O)(=O)c1ccccc1-c1nnc(NC(=O)C2=COCCO2)o1	7
c1ccc2c(CN3CCSCC3)cccc2c1	-2

The list goes on:
SMILES	BL2 CD40 inh
O=C1NC(=O)C2(CCCC2)N1	0
O=C(Nc1nnc(C2CC2)s1)C1CC(=O)N(c2ccc3c(c2)OCCO3)C1 (stereo unspecified)	51*
Cc1ccc(-c2cnc3c(c2)C(=O)N([C@H](C)CO)C[C@@H](C)[C@@H](CN(C)C(=O)CN(C)C)O3)cc1	-12[25 µM]
CC(=O)Nc1ccccc1OCC(=O)c1ccc2c(c1)OCO2	-56
CC(O)CNc1nc2ccccc2n1CC(=O)NCC(F)(F)F (stereo unspecified)	16
N#Cc1cccc(-c2ccc(C3[C@@H]4CN(S(=O)(=O)c5ccccc5)C[C@H]3N4)cc2)c1 (stereo partly specified)	-5&21
COc1ccc(NC(=O)Nc2cccc3c2O[C@H](CN(C)C(=O)NC2CCCCC2)[C@H](C)CN([C@H](C)CO)C3=O)cc1	7[25 µM]
O=C1CN(S(=O)(=O)Cc2ccccc2)C[C@@H]2[C@@H](c3ccc(C#Cc4ccccc4)cc3)[C@H](CO)N12	5[25 µM]
O=C(COC(=O)c1ccc(Br)o1)Nc1ccc(Br)cc1	-6
CCCCc1nc(NCCN)c(C#N)c2c1CSC(C)(C)C2	11
Cn1c(C(=O)NCCc2ccsc2)cc2c(=O)n(C)c3ccccc3c21	7
COc1ccc2c3c([nH]c2c1)[C@@H](CO)N(Cc1ccccc1OC)CC31CN(C(C)=O)C1	3[25 µM]
COc1cccc(CN(C)C[C@H]2OCc3ccccc3-c3c(n(C)c4ccccc34)C(=O)N([C@@H](C)CO)C[C@H]2C)c1	26
COc1ccc(Cl)cc1NC(=O)CN(C)C(=O)c1ccc(N2CCCCCC2)c([N+](=O)[O-])c1	4
O=C(NCC[C@@H]1CC[C@@H](NS(=O)(=O)c2ccc(F)cc2)[C@H](CO)O1)Nc1ccc(Cl)cc1	-13
COc1ccc(C(=O)NCc2cnn(C)c2C)cc1OC1CCN(C(C)C)CC1	5
N#Cc1c(-c2ccco2)cc(C2CC2)nc1N	0
Nc1nc(SCc2ccc(Br)cc2)c2ncn(C3OC(CO)C(O)C3O)c2n1 (stereo unspecified)	-18
CN(C)C(=O)c1cccc(-c2ccccc2[C@H]2[C@@H](C#N)N(C(=O)C3CCCC3)[C@@H]2CO)c1	4
Cc1ccc(-n2c(SCc3nnc4n3CCC4)nnc2-c2ccccc2)cc1	7
Cc1cc(Nc2ccccc2)n(CCOC(=O)COc2ccccc2)n1	12
Cn1ncc2c(N3CCN(c4ccccc4F)CC3)ncnc21	-10
CCC1CCc2c(sc(N)c2C(N)=O)C1 (stereo unspecified)	4
CN(C[C@H]1N[C@@H](CO)[C@@H]1c1ccc(C2=CCCC2)cc1)C(=O)c1ccncc1	-14[25 µM]
O=C(NNS(=O)(=O)c1ccccc1F)c1cccc(S(=O)(=O)N2CCOCC2)c1	8
CC(C)Cn1c(N)c(C(=O)COC(=O)[C@H](C)NC(=O)c2ccccc2Cl)c(=O)n(C)c1=O	2
COCCN(Cc1cc2cc(C)ccc2n2nnnc12)C(=S)Nc1cccc(C)c1	-20
CO[C@@H](CN(C)C(=O)c1ccccc1F)[C@@H](C)CN([C@H](C)CO)S(=O)(=O)c1ccccc1	-7
COCC#Cc1ccc([C@@H]2[C@@H](CO)N3C(=O)CN(C(=O)C4CCCCC4)C[C@@H]23)cc1	-16[25 µM]
O=C(O)Cc1c[nH]c2ccc(O)cc12	1
N#CCCN(CCC#N)C(=O)c1ccc2c(c1)OCO2	7
O=C(Nc1c2c(nn1-c1ccccc1)CS(=O)(=O)C2)c1cc2ccccc2o1	12
O=C(Nc1cccc2ccccc12)c1cnsn1	-8
CCOC(=O)C1(Cc2ccccc2C(F)(F)F)CCN(C(=O)c2cc(C)n(C)n2)CC1	-88
CO[C@H]1CN(C)C(=O)c2ccc(NC(=O)Nc3c(C)noc3C)cc2OC[C@H](C)N(CCC(F)(F)F)C[C@@H]1C	-2[25 µM]
C[C@H](CO)N1C[C@H](C)[C@H](CN(C)C(=O)C2CCCCC2)OCc2cn(nn2)CCCC1=O	-6
CCC(CC)C(=O)OCC(=O)NC12CC3CC(CC(C3)C1)C2	2
COc1ccc(S(=O)(=O)N2CCOCC2)cc1NC(=O)COC(=O)c1[nH]c(C)c(C(C)=O)c1C	7
COc1ccc(CNC(=O)Nc2nnc([C@H]3C[C@H](O)[C@@H](CO)O3)s2)cc1	1
O=[N+]([O-])c1cc(Cl)ccc1N1CCCCC1	9
O=C(CCN1C(=O)C2(OCCO2)c2ccccc21)c1ccccc1	-4
Cc1nnc(SCC(=O)Nc2cc(S(=O)(=O)N3CCOCC3)ccc2C)s1	0
COC(=O)c1cc2n(n1)CCN(Cc1ccc(OC)cc1)C2=O	5
COc1ccc(S(=O)(=O)NCc2ccccn2)cc1NC(=O)c1ccc(Cl)cc1	9
CCN(CC(=O)NCc1cccs1)S(=O)(=O)c1ccc(F)c(F)c1F	10
CN(C)S(=O)(=O)N1CCC(Oc2cccc(C(=O)NC3CCCCCC3)c2)CC1	17
Cc1nn(C)c(C)c1NC(=O)c1ccccc1NC(=O)Nc1ccccc1	-2
O=C(Nc1ccncc1)c1cc(S(=O)(=O)N2CCOCC2)ccc1Cl	3
Cc1cc(C)c(OCC(=O)Nc2cc(C(=O)O)cc(C(=O)O)c2)cc1C	9
CN1C(=O)c2cc(NC(=O)c3ccc4c(c3)OCO4)ccc2OC[C@H]2O[C@@H](CC(=O)O)CC[C@@H]21	6[25 µM]
N#C[C@H]1[C@@H](c2ccc(C#CC3CC3)cc2)[C@@H](CO)N1C(=O)c1cccc(F)c1	2
CCCC(=O)Nc1nc2ccc(S(N)(=O)=O)cc2s1	14
COc1ccccc1NC(=O)N(C)C[C@@H]1OCc2ccccc2-c2c(n(C)c3ccccc23)C(=O)N([C@@H](C)CO)C[C@@H]1C	-3
COc1ccc2c3c([nH]c2c1)[C@@H](CO)N(C(=O)c1ccncc1)CC31CN(C)C1	-7[25 µM]
COc1ccc(CCC(=O)N2CCCC(Nc3ccccc3)C2)cc1OC (stereo unspecified)	4
CC(=O)N(Cc1cccnc1)Cc1cc2ccccc2[nH]c1=O	7
O=C(NCCNC1CCN(Cc2ccccc2)CC1)c1cccs1	5
CC(C)c1ccc(C2OCC(C)([N+](=O)[O-])CO2)cc1 (stereo unspecified)	-10
CCC(=O)N(C)C[C@@H]1[C@@H](c2ccc(C3=CCCC3)cc2)[C@H](CO)N1C(=O)CC	2
O=C(c1noc2c1CCc1ccccc1-2)N1CCOCC1	-56

Remaining list, next part.
SMILES	BL2 CD40 inh
CN(C)S(=O)(=O)N1CCN(c2ccccc2Cl)CC1	-5
CN(CC(=O)Nc1ccc(S(=O)(=O)N2CCCC2)cc1)CC(=O)Nc1cccc(F)c1	7
CO[C@@H]1CN(C)C(=O)c2ccc(NC(=O)c3cc(C)on3)cc2OC[C@H](C)NC[C@@H]1C	-7[25 µM]
COc1ccc(N2CCN(C(=O)CCCn3c(=O)[nH]c4ccsc4c3=O)CC2)cc1	10
CC(=O)NC[C@H]1[C@@H](c2ccc(-c3ccccc3F)cc2)[C@@H](CO)N1C(=O)C1CC1	14[25 µM]
C[C@H](CO)N1C[C@H](C)[C@@H](CN(C)C(=O)Nc2ccc(F)cc2)Oc2c(cccc2N(C)C)C1=O	8[25 µM]
CO[C@H]1CC[C@H]2CCN(C)C(=O)[C@@H](C)N(C)C(=O)c3cccc(C#N)c3OC[C@@H]1O2	9[25 µM]
CC(=O)N1C(=O)N(C(C)=O)C2C1N(C(C)=O)C(=O)N2C(C)=O (stereo unspecified)	0
C[C@H]1CN([C@@H](C)CO)C(=O)CCCn2nncc2CO[C@@H]1CN(C)Cc1cccc(C(F)(F)F)c1	5[25 µM]
CN(C(=O)CSc1n[nH]c(=O)[nH]c1=O)c1ccccc1	-2
O=C(CCc1ccc(S(=O)(=O)N2CCOCC2)cc1)Nc1nccs1	10

3 of these compounds, set out differently:
| structure | BL2 CD40 inh |
| --- | --- |
| COc1ccc(N2CCN(C(=O)CCCn3c(=O)[nH]c4ccsc4c3=O)CC2)cc1 | 10 |
| CC(=O)NC[C@H]1[C@@H](c2ccc(-c3ccccc3F)cc2)[C@@H](CO)N1C(=O)C1CC1 | 14[25 µM] |
| C[C@H](CO)N1C[C@H](C)[C@@H](CN(C)C(=O)Nc2ccc(F)cc2)Oc2c(cccc2N(C)C)C1=O | 8[25 µM] |

Compound activity as filed in PubChem BioAssay.

Only part of the results is shown. The share of hits here may be higher or lower than overall.
